Compound activity as filed in PubChem BioAssay.
H9c2 TAG inh: inhibitors of triacylglycerol accumulation, primary screen, cell-based, uHTS, fluorescence, H9c2 | H9c2 cells, Nile Red lipid (TAG) fluorescence; cells loaded with 200 µM oleic acid | inhibition, % at 12.5 µM | 230,000 tested, 0.66% active | AID 651582, 2012;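 active = pattern-corrected inhibition of lipid staining of at least 50% with the nuclear-stain viability signal not falling by more than 50%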;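 also: 0% = DMSO wells and 100% = triacsin C control wells; some results filed as inactive read as strong as hits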
H9c2 TAG inh DAPI viability: second read-out of H9c2 TAG inh, no call of its own (marks repeat the call); DAPI nuclei signal change (viability), lower = more cytotoxic, %;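 whole-well DAPI fluorescence read on a plate reader as a viability signal; minus 50 percent equals half of cells still viable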
An asterisk follows results filed as active. A portion of the library; count on the stated rates, not on these rows.

compound	H9c2 TAG inh	H9c2 TAG inh DAPI viability
Cc1nn(CCc2nn[nH]n2)c2nc(-c3ccc(C4CCCCC4)cc3)cc(C(F)(F)F)c12	-14	19
Cc1cccc(N2CCN(C(=O)C3CCN(c4nnc(-n5cccc5)s4)CC3)CC2C)c1 (stereo unspecified)	8	-16
Cc1onc(-c2ccccc2Cl)c1C(=O)OCC(=O)Nc1cccc(S(=O)(=O)N2CCOCC2)c1	-4	-9
COc1ccc(C(=O)Nc2ccc(S(=O)(=O)N(C)c3ccccc3)cc2)cc1	5	-2
Cc1cc2c(c(C)c1Br)C(c1ccc3c(c1)OCO3)CC(=O)O2 (stereo unspecified)	-15	-6
COc1ccc(-n2c(SCC(N)=O)nc3sc4c(c3c2=O)CCN(C)C4)cc1	-10	5
COc1ccc(NC(=O)CCC(=O)OCc2ccc(Br)cc2)cc1	-1	-2
C[C@@H]1CCCCO[C@H](CN(C)C(=O)c2ccncc2)[C@H](C)CN([C@@H](C)CO)C(=O)c2cc(NC(=O)c3ccccc3)ccc2O1	15	-20
O=C(NCc1ccncc1)C(=O)NCC1OCCCN1S(=O)(=O)c1cc(F)ccc1F (stereo unspecified)	2	1
CCc1c(C#N)sc(C(N)=O)c1CC	5	-2
CCOC(=O)c1ccc2[nH]c3c(c2c1)CCCC3O (stereo unspecified)	-2	-4
O=C(COc1cccc2cccnc12)NCC(F)(F)F	13	-7
CCc1ccc2c(c1)NC(=O)C2(C)Cc1cccc(F)c1 (stereo unspecified)	-7	1
OCCn1c(Cl)nc2ccccc21	-11	5
Cc1ccc(CN2CCN(Cc3ccc(OCCO)cc3)CC2CCO)o1 (stereo unspecified)	-2	-1
CN1CCN(c2ccc(Cl)cc2NC(=O)c2ccc([N+](=O)[O-])cc2)CC1	17	3
CN(C)S(=O)(=O)c1ccc(NC(=O)C2CC(=O)N(Cc3ccccc3)C2)cc1 (stereo unspecified)	-4	-4
CC(C)(C)C(=O)CSc1nc2c(c(-c3cccs3)c1C#N)CCC2	23	2
CCC1CC(CSc2ncn[nH]2)OC1=O (stereo unspecified)	-1	-7
C/C(N)=C(/C#N)C(=O)COC(=O)c1cc(S(=O)(=O)N2CCCCC2)ccc1C	0	-8
Cc1cccc2cc(CN(CC3CCCO3)C(=O)NC3CCCCC3)c(=O)[nH]c12 (stereo unspecified)	9	-10
CCCCn1c(N)c(N(CCC(C)C)C(=O)C2CCCO2)c(=O)[nH]c1=O (stereo unspecified)	-17	6
O=[N+]([O-])c1cc(C(F)(F)F)cc([N+](=O)[O-])c1Sc1n[nH]c(C(F)(F)F)n1	-10	15
COc1cc(OC)cc(-c2noc(-c3csc([C@H]4C[C@H](O)[C@@H](CO)O4)n3)n2)c1	6	-3
O=C(CSC1=NS(=O)(=O)c2cc(Cl)ccc2N1)NCc1ccc(F)cc1	-9	8
CCCCOC(=O)c1ccc(NC(=O)c2cnc3n(c2=O)CCS3)cc1	-53	16
O=C1C2C3C=CC(C3)C2C(=O)N1c1nccs1 (stereo unspecified)	-6	8
Cc1ccc(NC(=O)CSc2nnc(Cc3cccn3C)n2-c2ccc(F)cc2)cc1	-1	-12
COc1ccc(C(=O)OCC(=O)Nc2cccc(S(=O)(=O)NC3=NCCCCC3)c2)cc1[N+](=O)[O-]	11	-4
CCOC(=O)C1CCCCN1Cc1cn[nH]c1-c1ccc(F)cc1F (stereo unspecified)	-19	5
CCOC(=O)c1sc(C)c2c(=O)n(CC(=O)c3ccc(Br)cc3)nnc12	-10	-4
CC(=O)c1sc2c(c1OC(=O)c1ccccc1)c(=O)n(-c1ccccc1)c(=S)n2-c1ccccc1	-1	0
CN(Cc1cnn(C)c1)Cc1nc(C(c2ccccc2)c2ccccc2)no1	-5	-6
OC(CNCc1ccccc1Cl)C(F)(F)F (stereo unspecified)	4	-8
CN(C)C(=O)c1ccccc1Sc1cc(Cl)ccc1Cl	-5	5
O=C1CC(c2cccc(F)c2)c2c(c3ccccc3[nH]c2=O)O1 (stereo unspecified)	-2	-3
O=C(c1cc(C2CC2)nn1-c1ccccc1)N1CCN(Cc2ccc(Cl)cc2)CC1	-6	2
CCN(CC)CCN1CCN(c2cncc(-c3cccc(N)c3)n2)CC1	0	8
CCc1nc2sc3c(c2c(=O)n1N)CC(C)(C)OC3	15	-5
Cc1cccc(NC(=O)CCc2c(C)nc3ncnn3c2C)n1	5	1
CC(C)Cn1c(-c2ccccc2F)n[nH]c1=S	-6	10
CCN=c1scc(C)n1/N=C/c1cc(Br)c(O)c(OC)c1	1	3
O=c1c([N+](=O)[O-])c(N2CCCCCC2)c2ccccc2n1-c1ccccc1	16	9
COc1ccccc1N1CCN(C(C)C(=O)Nc2ccc(S(=O)(=O)N3CCOCC3)cc2)CC1 (stereo unspecified)	5	-6
Cc1cccc(Cn2cc(/C=C/[N+](=O)[O-])c3ccccc32)c1	23	-2
Cc1ccccc1NC(=O)N1CCN(C/C=C/c2ccccc2)CC1	0	-7
CC(=O)N/C(=N\c1nc(C)cc(C)n1)Nc1ccc2ccccc2c1	-16	2
Nc1nnc(Cc2ccc(Cl)c(Cl)c2)s1	4	-14
Cc1cc(=O)oc2cc(OCC(=O)OCC(=O)NC3CC3)ccc12	10	-6
COc1ccc(-c2c(-c3ccccc3)n(C)c3ccccc23)cc1	7	23
Cc1ccccc1-c1cc(=O)c2c(O)cccc2o1	-5	1
COCc1ccc(C(=O)N2CCCC(C(=O)c3cc(F)ccc3F)C2)s1 (stereo unspecified)	-11	2
CCSc1nc2ccccc2n1Cc1cccc([N+](=O)[O-])c1	-13	0
O=C(CN1C(=O)c2ccccc2S1(=O)=O)Nc1cccc(S(=O)(=O)N2CCCCC2)c1	-6	-3
COc1cccc(-c2nnc(SCC(=O)Nc3cc(C)on3)o2)c1	-19	-2
O=c1cc(-c2ccccc2Cl)oc2c(NS(=O)(=O)c3cc(Cl)cc(Cl)c3O)ccc(O)c12	-1	-1
CCc1ccc([C@@H]2CC=C(C(=O)O)[C@H](c3ccc(C)cc3)N2S(=O)(=O)c2ccc(C)cc2)cc1	5	-18
Cc1noc(C)c1C(=O)Nc1ccc(C#N)cc1	-25	6
CC(=O)N1CCN(c2nc(C)nc3sc4c(c23)CCC(C)C4)CC1 (stereo unspecified)	13	-3
O=C(CSc1n[nH]c(=O)n1C1CC1)c1c[nH]c2ccccc12	3	2

New compounds follow:
compound	H9c2 TAG inh	H9c2 TAG inh DAPI viability
COc1cc(/C=C2/SC(=Nc3ccc(O)cc3)NC2=O)ccc1O	59*	-31*
CCOc1cc(/C=N/NC(=O)c2ccc(CN3CCOCC3)cc2)ccc1OC	-1	1
O=C(NCC1CCCO1)c1c(O)c2ccccc2[nH]c1=O (stereo unspecified)	1	-2
ClCc1nnc(-c2cc3c(s2)CCCC3)o1	29	-11
CN(c1ccccc1)S(=O)(=O)c1ccc(C(=O)NCc2ccccc2F)cc1	5	3
CC(NC(=O)CCCOc1ccc(Cl)cc1)c1ccccc1 (stereo unspecified)	-4	2
CN(C)c1ccc(C(c2nnnn2CCOC(=O)Nc2ccc(Cl)cc2)N2CCOCC2)cc1 (stereo unspecified)	0	5
C=CCOC(=O)C1C(=O)CC(C)(O)C(C(=O)OCC=C)C1c1ccc(N(C)C)cc1 (stereo unspecified)	0	-4
O=C(O)CCC(=O)NCc1ccc(C(=O)O)cc1	14	-16
CCNc1nc(NCC)nc(N(CC)C(N)=S)n1	-11	0
O=S(=O)(/N=C(/c1ccccc1)N1CCOCC1)c1ccc(Br)cc1	1	2
CSc1nc(Cl)c(Br)c(Nc2c[nH]c(=O)[nH]c2=O)n1	7	5
O=C1CCC(C(=O)OCc2nnc(-c3ccc(Br)cc3)o2)=NN1	-2	-5
CCN(C(=O)COC(=O)c1ccc(F)c(S(=O)(=O)N2CCOCC2)c1)C1CCS(=O)(=O)C1 (stereo unspecified)	11	-9
COc1ccc(OCCSc2nc(N)cc(=O)[nH]2)cc1	20	2

Next section:
Every second line gives: H9c2 TAG inh | H9c2 TAG inh DAPI viability
COC(=O)c1cc(Br)c(=O)n(CCc2ccc(F)cc2)c1
    9 | 0
COc1ccc(NC(=O)C2Cc3ccccc3CN2C(=O)c2ccccc2)cn1 (stereo unspecified)
    3 | 1
O=C(NNc1nc2ccccc2o1)c1ccccc1
    -2 | -1
CC(C)CCN1CCN(Cc2cc3ccccc3[nH]2)CC1CCO (stereo unspecified)
    5 | -8
COc1ccc(NCc2nnc(SCC(=O)c3ccc(C)cc3)o2)cc1
    -3 | -4
Cc1ccc(OCC(=O)O)c(O)c1
    -1 | 0
CS/C(=C/[N+](=O)[O-])Nc1cccc2c1C(C)CC2(C)C (stereo unspecified)
    11 | -10
COc1ccc(-c2nn(-c3ccccc3)cc2CNC(C)Cn2cncn2)c(F)c1 (stereo unspecified)
    6 | 4
CCCNC(=O)c1ccccc1NC(=O)c1ccccc1N(C)S(=O)(=O)c1ccc(C)cc1
    -1 | 3
CCOc1ccccc1N1CC(C(=O)N(CC)C2CCS(=O)(=O)C2)CC1=O (stereo unspecified)
    -15 | 5
Cn1nccc1C(=O)NCCN1C(=O)OC(C)(C)C1(C)O (stereo unspecified)
    -7 | 11
COc1ccc(/C=C/C(=O)Nc2ccc3nc4n(c(=O)c3c2)CCCC4)cc1OC
    -12 | 40
COC(=O)C1=CN(c2ccc(F)cc2)C=C(C(=O)OC)C1c1cccc(Br)c1
    -32 | 45
CCc1ccc(NC(=O)Nc2ccc3c(c2)N(C)C(=O)CS3)cc1
    7 | 4
CC(=O)Nc1ccc(NS(=O)(=O)c2ccc(-c3csc(C)n3)s2)cc1
    -11 | 8
O=C(CN1C(=O)NC2(CCCC2)C1=O)NCc1ccco1
    8 | -8
O=C(CN1C(=O)C2CC=CCC2C1=O)NCc1cccs1 (stereo unspecified)
    -3 | 15
Cc1[nH]c2ccccc2c1/C=N/Nc1ccccc1[N+](=O)[O-]
    60* | -2.0*
COc1ccc(-c2ccccc2C2=CC(=O)CC(C)(C)C2=O)cc1
    -11 | 4
O=C(CCNC(=O)c1ccc(Cl)cc1)NCc1cccc(C(F)(F)F)c1
    10 | -8
CCC(Sc1nc2ccccc2c(=O)[nH]1)C(=O)Nc1ccc(C(C)=O)cc1 (stereo unspecified)
    20 | -16
N#CC1=C(N)Oc2c(oc(CO)cc2=O)C1c1ccccc1[N+](=O)[O-] (stereo unspecified)
    -2 | 0
COc1ccc(S(=O)(=O)N2CCOC23CCN(C(=O)c2ccccc2OC)CC3)cc1
    -13 | -5
CCOC(=O)C1CCCN(C(=O)c2cc(OC)ccc2Br)CC1 (stereo unspecified)
    0 | 7
CCN(CC(=O)NC(C)(C)C)C(=O)c1ccc2c(c1)S(=O)(=O)c1ccccc1C2=O
    -2 | -5
Cc1ccc(S(=O)(=O)N2C[C@@H]3[C@H]4CC[C@H](C4)[C@@H]3[C@@H](C)[C@H]2c2ccco2)cc1
    -26 | 8
CC(C)[C@@H](CO)NC(=O)c1ccc2c3n(nc2c1)-c1ccccc1CO3
    20 | -11
CCOC(=O)c1cnc(SCc2nc(N)nc(Nc3ccc(C)cc3)n2)nc1N
    30 | -9
Cn1cnnc1SCC(=O)Nc1ccccc1Oc1ccccc1
    28 | -7
Oc1c(CN2CCOCC2)cc(CN2CCOCC2)c(O)c1O
    -17 | 3
O=C(Cn1nc(-c2ccccc2)c2ccccc2c1=O)NCC1CCCO1 (stereo unspecified)
    26 | -10
COc1ccc2nc(NC(=O)CSc3nccc(C)n3)sc2c1
    16 | 6
CCSCc1nc2ccccn2c1Br
    5 | -5
Nc1nnc(SCc2ccc3c(c2)OCO3)s1
    -9 | -22
Cn1nc(C(=O)N2CCN(c3ccccn3)CC2)c2ccccc2c1=O
    -6 | -18

Of the compounds above, 16 contain an NH in an aromatic ring.
Every second line gives: H9c2 TAG inh | H9c2 TAG inh DAPI viability
Cc1nn(CCc2nn[nH]n2)c2nc(-c3ccc(C4CCCCC4)cc3)cc(C(F)(F)F)c12
    -14 | 19
CCOC(=O)c1ccc2[nH]c3c(c2c1)CCCC3O (stereo unspecified)
    -2 | -4
CCC1CC(CSc2ncn[nH]2)OC1=O (stereo unspecified)
    -1 | -7
Cc1cccc2cc(CN(CC3CCCO3)C(=O)NC3CCCCC3)c(=O)[nH]c12 (stereo unspecified)
    9 | -10
CCCCn1c(N)c(N(CCC(C)C)C(=O)C2CCCO2)c(=O)[nH]c1=O (stereo unspecified)
    -17 | 6
O=[N+]([O-])c1cc(C(F)(F)F)cc([N+](=O)[O-])c1Sc1n[nH]c(C(F)(F)F)n1
    -10 | 15
CCOC(=O)C1CCCCN1Cc1cn[nH]c1-c1ccc(F)cc1F (stereo unspecified)
    -19 | 5
O=C1CC(c2cccc(F)c2)c2c(c3ccccc3[nH]c2=O)O1 (stereo unspecified)
    -2 | -3
CC(C)Cn1c(-c2ccccc2F)n[nH]c1=S
    -6 | 10
O=C(CSc1n[nH]c(=O)n1C1CC1)c1c[nH]c2ccccc12
    3 | 2
O=C(NCC1CCCO1)c1c(O)c2ccccc2[nH]c1=O (stereo unspecified)
    1 | -2
CSc1nc(Cl)c(Br)c(Nc2c[nH]c(=O)[nH]c2=O)n1
    7 | 5
COc1ccc(OCCSc2nc(N)cc(=O)[nH]2)cc1
    20 | 2
CC(C)CCN1CCN(Cc2cc3ccccc3[nH]2)CC1CCO (stereo unspecified)
    5 | -8
Cc1[nH]c2ccccc2c1/C=N/Nc1ccccc1[N+](=O)[O-]
    60* | -2.0*
CCC(Sc1nc2ccccc2c(=O)[nH]1)C(=O)Nc1ccc(C(C)=O)cc1 (stereo unspecified)
    20 | -16
